High-throughput results (PubChem BioAssay)
SIAE primary – inhibitors of human sialic acid acetylesterase SIAE | Q9HAT2 | SIAE FP-Rh probe binding, fluorescence polarization | inhibition, % at 9.66 µM | 0.69% of 370,000 active;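 active = inhibition above a cutoff: mean of compounds within the control limits plus 3 SD of those, cut at about 17% in these data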;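 note: 0% = plate median of compound wells and 100% = probe without SIAE protein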
MBD2 inh – inhibitors of human MBD2 binding to methylated oligonucleotide | Q9UBB5 | TR-FRET | inhibition, % at 4.4 µM | 0.31% of 370,000 active | AID 686964; in the data active = inhibition above about 13%
Target sequence (Q9UBB5 whole entry, looked up): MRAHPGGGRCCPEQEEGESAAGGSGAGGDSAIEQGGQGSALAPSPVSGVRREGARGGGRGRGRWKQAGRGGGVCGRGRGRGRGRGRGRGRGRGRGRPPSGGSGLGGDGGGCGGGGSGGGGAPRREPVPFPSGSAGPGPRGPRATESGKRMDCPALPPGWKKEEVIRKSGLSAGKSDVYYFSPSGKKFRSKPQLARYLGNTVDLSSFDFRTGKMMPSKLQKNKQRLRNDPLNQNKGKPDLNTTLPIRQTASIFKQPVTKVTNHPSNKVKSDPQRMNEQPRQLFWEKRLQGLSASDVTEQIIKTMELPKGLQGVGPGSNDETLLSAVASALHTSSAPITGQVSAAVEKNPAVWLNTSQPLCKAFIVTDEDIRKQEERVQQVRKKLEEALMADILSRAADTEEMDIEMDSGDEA
PRMT1 inh – PRMT1 (human) inhibition, primary screen. inhibition, % at 2.79 µM. 1.3% of 370,000 active. recombinant PRMT1, activity-based probe fluorescence polarization. Q99873;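 active = inhibition above about 21% made by adding two undisclosed values, limit read from the data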
Target sequence (Q99873 whole entry, looked up): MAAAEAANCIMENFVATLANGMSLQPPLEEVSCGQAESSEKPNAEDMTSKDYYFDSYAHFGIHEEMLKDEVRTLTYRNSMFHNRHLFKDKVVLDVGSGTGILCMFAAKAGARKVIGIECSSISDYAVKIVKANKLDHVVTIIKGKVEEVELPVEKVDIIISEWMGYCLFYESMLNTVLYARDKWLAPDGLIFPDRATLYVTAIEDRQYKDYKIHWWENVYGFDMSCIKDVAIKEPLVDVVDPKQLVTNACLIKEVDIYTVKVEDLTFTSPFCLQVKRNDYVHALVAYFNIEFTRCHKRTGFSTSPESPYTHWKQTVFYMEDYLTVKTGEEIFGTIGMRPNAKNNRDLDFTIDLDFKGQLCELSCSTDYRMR
UHRF1 MBD2 ctr – UHRF1 methyl-DNA binding inhibition; UHRF1 binding to methylated oligo, TR-FRET; inhibition, % at 4.4 µM; 0.75% of 370,000 active; AID 687016; in the data active = inhibition above about 21%;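 note: UHRF1 SRA domain binding a hemimethylated CpG hairpin DNA probe; 0% = median of test compound wells and 100% = reference inhibitor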
TCR-CD3 inh – inhibitors of human TCR-CD3 interaction; TAMRA-labeled TCR probe fluorescence, biochemical; inhibition, % at 9.4 µM; 0.37% of 360,000 active; AID 651800; in the data active = inhibition above about 19%;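 note: recombinant mutant TCR 2C K166C tagged with TAMRA read by polarization; 0% = receptor in buffer alone and 100% = receptor with positive control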
KLK7 zymogen act – proKLK7 (human) activation, primary screen | AID 652039 | P49862 | activation, % at 7 µM | purified proKLK7, EDANS-DABCYL substrate fluorescence; 100% is mature enzyme control, 0% vehicle | 0.9% of 370,000 active;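 active = activation above the mean of all tested compounds plus 3 SD, computed per campaign excluding outliers beyond control limits, cut at about 13% in these data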
Target sequence (P49862 whole entry, looked up): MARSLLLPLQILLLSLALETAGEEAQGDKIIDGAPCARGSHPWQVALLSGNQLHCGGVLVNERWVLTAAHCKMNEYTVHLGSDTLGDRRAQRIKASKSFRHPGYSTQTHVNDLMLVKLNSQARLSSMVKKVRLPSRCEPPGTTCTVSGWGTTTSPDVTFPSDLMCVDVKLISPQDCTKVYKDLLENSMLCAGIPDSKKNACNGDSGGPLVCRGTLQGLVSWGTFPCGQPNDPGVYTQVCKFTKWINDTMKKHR
DDE Tn6 FP inh – disrupts Tn6 cyclic peptide binding to fibrin D-Dimer-E complex; P02675; Fibrin DD(E) TRITC-Tn6 fluorescence polarization displacement; inhibition, % at 8.3 µM; 0.21% of 370,000 active;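 active = inhibition above a per-campaign cutoff: mean of compounds within control limits plus 3 SD, cut at about 15% in these data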;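 note: 0% = median of all compound wells on the plate and 100% = blocking peptide control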
TDP2 inh – TDP2 (human) inhibition, absorbance primary screen; 0.34% of 370,000 active; O95551; recombinant TDP2, T5PNP hydrolysis, p-nitrophenol absorbance 415 nm; inhibition, % at 12.8 µM;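 active = inhibition above the mean of all tested compounds plus 3 SD, set per campaign, cut at about 25% in these data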;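 note: 0% = DMSO with enzyme and 100% = buffer with substrate but no TDP2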
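Test system: human TDP2 enzyme; Input: 120 nM TDP2 per well; Buffer or medium: Mg2+-containing Tris-HCl buffer, pH 7.5; Reagent: 5 mM T5PNP; Dosing: 12.8 µM single point, 1% DMSO; Incubation: reaction 2 h, 37 °C; Detection: p-Nitrophenol epi absorbance; Read-out: % inhibition relative to enzyme-containing and enzyme-free wells; Replicates: single well per compound.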
LEDGF integ inh – blocks HIV-1 LEDGF/p75-dependent DNA integration; TR-FRET IN-LEDGF/p75 DNA integration, Eu/Cy5; inhibition, % at 3.7 µM; 0.64% of 370,000 active; AID 743269;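 active = inhibition above the screen-wide mean plus 3 SD, cut at about 13% in these data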;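 note: signal is the Cy5 over europium emission ratio at 671 and 618 nm; 0% = plate median of compound wells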
Tn7 DDE FP – disrupts Tn7 cyclic peptide binding to fibrin D-Dimer-E complex | P02675 | FP displacement of FITC-Tn7 peptide from fibrin DD(E); 0% = median of compound wells per plate | inhibition, % at 8.3 µM | 0.13% of 370,000 active | AID 720508;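 active = inhibition above the mean of compounds falling within the control limits plus 3 SD of them, cut at about 14% in these data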;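 note: 0% = plate median of compound wells and 100% = 10 µM Aha-Tn7 peptide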
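system = human fibrin DD(E) protein | quantity = DD(E) 2 µM final | medium = Tris/NaCl/CaCl2 buffer, pH 7.8 | also added = labelled Tn7 tracer, 0.1 µM | compound dosing = single point at 8.3 µM | timing = compound with protein 10 min, then 3 h after probe, room temperature | signal = FP measurement | benchmarks = Aha-Tn7 high control | repeats = one replicate per compound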
The depositor's hits bear a star; . = no result given.

1: COc1ccc(CN2CCC[C@]3(N[C@H](c4ccc(C(F)(F)F)cc4)[C@@H]4C(=O)N(Cc5ccccc5)C(=O)[C@@H]43)C2=O)cc1
2: CN(C(=O)c1cc(-c2ccc3c(c2)OCO3)on1)c1ccccc1
3: O=C(COc1ccccc1F)NCC(c1ccco1)N1CCCC1 (configuration not stated)
4: Cc1nn(C)c(Nc2ccc(Br)cc2)c1Br
5: COc1ccc(C(O)c2cnc(C)n2Cc2ccccc2)cc1 (configuration not stated)
6: O=C(O)c1ccccc1NC(=O)c1cc(-c2ccccc2)nc2ccccc12
7: CC(C(=O)NCc1ccc(F)cc1)n1ccc2cc(S(=O)(=O)N3CCCC3)ccc21 (configuration not stated)
8: O=C(Cc1ccc(NC(=O)C2CCN(C(=O)C3CCCCC3)CC2)cc1)Nc1cccc(C(=O)N2CCCCC2)c1
9: CC(C)Cc1nc2oc3c(=O)[nH]cnc3c2c2c1CCCC2
10: Cc1nc2cc(-c3ccsc3-n3c(C)ccc3C)[nH]n2c(=O)c1Cl

screen / no.	1	2	3	4	5	6	7	8	9	10
SIAE primary	-5	3	-2	7	-3	-20	-1	-4	-3	5
MBD2 inh	3	4	-5	-3	2	1	0	-3	6	8
PRMT1 inh	-2	5	-2	0	-9	4	4	-3	0	25*
UHRF1 MBD2 ctr	-2	1	3	3	-1	-1	1	2	5	32*
TCR-CD3 inh	2	-7	2	1	4	5	-7	-7	3	7
KLK7 zymogen act	0.1	-0.4	0.0	1.0	-0.7	-1.0	0.3	0.6	0.0	1.0
DDE Tn6 FP inh	-5	2	9	2	7	-1	7	-8	2	-5
TDP2 inh	-8	-1	1	-4	-3	12	5	-14	9	3
LEDGF integ inh	2	0	0	-11	0	3	1	3	-3	48*
Tn7 DDE FP	-4	-4	2	-2	0	9	3	-2	8	-7

The closing 2 records of the part above are carried over, then new ones follow.
9: CC(C)Cc1nc2oc3c(=O)[nH]cnc3c2c2c1CCCC2
10: Cc1nc2cc(-c3ccsc3-n3c(C)ccc3C)[nH]n2c(=O)c1Cl
11: CC(OC(=O)c1ccccc1NCc1ccco1)C(=O)Nc1ncc(Cl)cc1Cl (configuration not stated)
12: Cc1ccc(NC(=O)/C=C\C(=O)NCC(=O)O)cc1
13: O=C(Nc1nnc(C2=COCCO2)o1)c1cccc(Br)c1
14: COc1cc(OC)cc(-c2nnc(SCC(=O)N3CCCC3)o2)c1
15: Cn1c(-c2c(N)n(-c3ccccc3)c3nc4ccccc4nc23)nc2ccccc21
16: CCCCOCCCNC(=O)C[C@H]1C[C@@]2(C(=O)OC)C(=C[C@H](C(C)C)O[C@@H]2C2CC2)N(Cc2ccc3c(c2)OCO3)C1=O
17: COc1ccc(Cl)cc1-c1nc(SCC(=O)N(C)C2CCS(=O)(=O)C2)n[nH]1 (configuration not stated)
18: OC[C@H]1O[C@@H](c2nc(-c3ccccc3Br)no2)[C@H](O)[C@@H]1O
19: C[C@H]1C(C(=O)N(C)C2CCCCC2)=Cc2c(n(-c3ccc(F)cc3)c(=O)n2CCCOc2ccccc2)C=C1c1ccccc1
20: CCOc1ccccc1NC(=O)NC1CCCCCCC1

screen / no.	9	10	11	12	13	14	15	16	17	18	19	20
SIAE primary	-3	5	-3	8	-2	-7	3	3	-5	-15	-1	7
MBD2 inh	6	8	-1	-2	4	1	0	-1	11	-1	4	-7
PRMT1 inh	0	25*	2	24*	-4	-3	-2	-3	5	-1	2	1
UHRF1 MBD2 ctr	5	32*	4	-2	-4	-5	-7	0	3	-2	1	-1
TCR-CD3 inh	3	7	-2	-2	2	8	2	.	-7	3	-3	7
KLK7 zymogen act	0.0	1.0	-16	-0.3	-0.3	0.2	-83	0.1	-0.5	-1.0	-81	0.1
DDE Tn6 FP inh	2	-5	-14	3	1	-1	-3	2	-4	3	-4	-15
TDP2 inh	9	3	-6	-3	2	7	-7	-12	3	-16	-4	-4
LEDGF integ inh	-3	48*	-1	1	1	3	5	0	-3	3	44*	5
Tn7 DDE FP	8	-7	-3	-8	-1	-9	-7	-4	12	4	0	-11

21: COCCN(C(=O)CSc1nc2ccccc2c(=O)n1CCOC)c1c(N)n(Cc2ccccc2)c(=O)[nH]c1=O
22: CC1CN(CC(=O)Nc2ccccc2Sc2ccccc2)CC(C)O1 (configuration not stated)
23: COc1ccc(NC(=S)Nc2cc(C)ccn2)c(OC)c1
24: O=C1C2C(c3ccccc3)C=CC(c3ccccc3)C2C(=O)N1C1CCCCC1 (configuration not stated)
25: COc1ccc(CCNC(=O)C2CCN(S(=O)(=O)c3ccc4nc5c(c(C(=O)O)c4c3)CCCC5)CC2)cc1OC
26: CCC(CC)=NNc1ccc([N+](=O)[O-])cc1[N+](=O)[O-]
27: Cc1cc(F)ccc1S(=O)(=O)Nc1ccccc1C(=O)NCc1cccnc1
28: COCC(=O)N1CCC(Oc2ccc(C(=O)N3CCCCCCC3)cc2)CC1
29: Cc1ccccc1OCC(O)Cn1c(SC(C)C)nc2c1c(=O)[nH]c(=O)n2C (configuration not stated)
30: CC1=CC(=O)C(C(C)=Nc2cccc(Cl)c2)C(=O)O1 (configuration not stated)

screen / no.	21	22	23	24	25	26	27	28	29	30
SIAE primary	4	-1	2	0	2	9	-7	2	7	2
MBD2 inh	-8	8	1	-3	2	2	5	2	-7	7
PRMT1 inh	-5	2	9	-2	-2	-3	-3	1	0	3
UHRF1 MBD2 ctr	0	3	2	-1	-1	0	-2	8	1	1
TCR-CD3 inh	2	-9	2	-3	3	3	3	3	6	-5
KLK7 zymogen act	0.8	0.1	0.6	0.8	-0.2	0.4	1.6	-0.4	0.3	0.2
DDE Tn6 FP inh	-1	-5	6	3	-2	5	-2	3	-1	6
TDP2 inh	-2	-11	0	-4	20	-4	-8	16	7	-4
LEDGF integ inh	5	-2	2	2	5	-1	2	-1	1	-2
Tn7 DDE FP	11	5	-3	1	2	3	2	-1	-2	2

Gathered by group, the entries above containing an aryl methoxy group.
1: COc1ccc(CN2CCC[C@]3(N[C@H](c4ccc(C(F)(F)F)cc4)[C@@H]4C(=O)N(Cc5ccccc5)C(=O)[C@@H]43)C2=O)cc1
5: COc1ccc(C(O)c2cnc(C)n2Cc2ccccc2)cc1 (configuration not stated)
14: COc1cc(OC)cc(-c2nnc(SCC(=O)N3CCCC3)o2)c1
17: COc1ccc(Cl)cc1-c1nc(SCC(=O)N(C)C2CCS(=O)(=O)C2)n[nH]1 (configuration not stated)
23: COc1ccc(NC(=S)Nc2cc(C)ccn2)c(OC)c1
25: COc1ccc(CCNC(=O)C2CCN(S(=O)(=O)c3ccc4nc5c(c(C(=O)O)c4c3)CCCC5)CC2)cc1OC

screen / no.	1	5	14	17	23	25
SIAE primary	-5	-3	-7	-5	2	2
MBD2 inh	3	2	1	11	1	2
PRMT1 inh	-2	-9	-3	5	9	-2
UHRF1 MBD2 ctr	-2	-1	-5	3	2	-1
TCR-CD3 inh	2	4	8	-7	2	3
KLK7 zymogen act	0.1	-0.7	0.2	-0.5	0.6	-0.2
DDE Tn6 FP inh	-5	7	-1	-4	6	-2
TDP2 inh	-8	-3	7	3	0	20
LEDGF integ inh	2	0	3	-3	2	5
Tn7 DDE FP	-4	0	-9	12	-3	2

Continuation.
31: O=C(Nc1ccc(Cl)cn1)c1ccc(Br)c(S(=O)(=O)N2CCCCC2)c1
32: COc1ccc(C(=O)CSc2nnc(CNc3ccc(C)cc3C)o2)cc1
33: CCc1c(C)c(C#N)c2nc3ccccc3n2c1NCCOC
34: Cc1ccc(C(=O)O/N=C/c2ccc3c(c2)OCO3)cc1
35: CC(=O)c1ccc(OCc2cc(C(=O)N(C)CC3COc4ccccc4O3)no2)cc1 (configuration not stated)
36: COc1ccc(C2C=C(C34CC5CC(CC(C5)C3)C4)NC(=S)N2)cc1OC (configuration not stated)
37: Cc1ccc(NC(=O)CCN2CCCCC2)cc1
38: CN1CCN(S(=O)(=O)c2cc([N+](=O)[O-])ccc2N/N=C/c2ccc(Cl)cc2)CC1
39: O=[N+]([O-])c1ccc2c(c1)C(N1CCOCC1)/C(=C/C1(O)CCCCC1)O2 (configuration not stated)
40: COc1ccc(Nc2cc(NCCCO)c([N+](=O)[O-])c3nonc23)cc1

screen / no.	31	32	33	34	35	36	37	38	39	40
SIAE primary	0	-6	4	2	-2	-2	3	2	3	-4
MBD2 inh	4	-1	-1	-3	0	3	-3	-3	1	-14
PRMT1 inh	-4	3	-4	-1	1	11	-4	-1	3	0
UHRF1 MBD2 ctr	-1	0	0	-2	0	4	1	-5	4	-9
TCR-CD3 inh	1	-6	-3	-2	-2	-15	4	1	-5	-2
KLK7 zymogen act	-0.2	0.2	1.8	-0.7	0.5	-0.4	-0.5	0.5	0.2	0.1
DDE Tn6 FP inh	-1	0	1	-2	-3	-3	-1	1	-4	1
TDP2 inh	13	0	-13	-5	2	-9	-16	10	-4	-20
LEDGF integ inh	-2	1	3	0	4	-3	-2	3	3	-7
Tn7 DDE FP	5	1	-12	1	1	-3	-7	8	1	-7

41: Cc1nn(-c2cccc(C(F)(F)F)c2)c(Cl)c1/C=N/Nc1cccc(C(=O)O)c1
42: Cc1oc(S(=O)(=O)N2CCCCC2)cc1NC(=O)Nc1ccc(Cl)cc1
43: Cc1c(C)n(C)c2ccc(C(=O)N3CCN(c4ccccn4)CC3)cc12
44: COc1ccc(-c2cc(C(=O)N3CCCC3)no2)cc1
45: CCONC(=NC)c1nonc1N
46: CCc1ccc(NC(=O)c2cnn3ccccc23)cc1
47: COc1ccccc1NC(=O)N(C)C[C@@H]1OCc2cnnn2CCCC(=O)N([C@H](C)CO)C[C@@H]1C
48: Cc1ccc(S(=O)(=O)Nc2ccccc2CNc2ccc(Br)cn2)cc1

screen / no.	41	42	43	44	45	46	47	48
SIAE primary	26*	-4	-27	0	7	2	3	-15
MBD2 inh	-3	-1	-3	1	3	-6	5	1
PRMT1 inh	5	2	-4	-1	-3	-4	-1	0
UHRF1 MBD2 ctr	-1	0	0	-1	2	3	-1	-2
TCR-CD3 inh	1	5	-6	5	-9	-4	0	-1
KLK7 zymogen act	0.8	0.1	-0.2	0.1	-0.1	0.2	0.5	-0.1
DDE Tn6 FP inh	-1	0	1	2	8	-3	0	-1
TDP2 inh	13	-9	-5	-10	-14	-6	1	3
LEDGF integ inh	0	-2	-2	-3	3	6	-2	3
Tn7 DDE FP	1	5	3	2	-4	2	-1	-4

Along the list, quoted from above.
Nos. 41–48 in DDE Tn6 FP inh, in turn: -1, 0, 1, 2, 8, -3, 0, -1
Nos. 41–48 in KLK7 zymogen act, in turn: 0.8, 0.1, -0.2, 0.1, -0.1, 0.2, 0.5, -0.1
Nos. 41–48 in LEDGF integ inh, in turn: 0, -2, -2, -3, 3, 6, -2, 3
